DAX1 inh-1: blocks DAX1 repression of SF-1 activated StAR promoter | inhibition, % at 6.8 µM | AID 652010 | 370,000 tested, 1.1% active | HEK293T StAR-luciferase reporter, SF-1/DAX-1 repression relief;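 active = inhibition above the mean over all tested compounds plus 3 SD, cut at about 3.6% in these data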;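 also: 0% = DAX-1 cells with DMSO and 100% = cells lacking DAX-1 with DMSO; higher inhibition means more luminescence from relief of DAX-1 repression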
ADAM10 inh: ADAM10 inhibition, QFRET primary screen; recombinant ADAM10, EDANS/DABCYL FRET peptide cleavage, 3 h; inhibition, % at 7 µM; 370,000 tested, 0.62% active;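 active = inhibition above a per-campaign cutoff equal to the mean of compounds falling between control-based bounds plus 3 SD, cut at about 20% in these data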;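 also: 0% = DMSO wells while the 100% control is not disclosed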
hgDAF-12 ag: hgDAF-12 agonism, primary luciferase screen; HEK293 GAL4-hgDAF12 UAS-luciferase reporter, agonist luminescence; normalized to butyrate control; activation, % at 6.8 µM; 370,000 tested, 1.8% active; AID 687014;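 active = activation above a cutoff set at the mean of all screened compounds plus 3 SD, cut at about 10% in these data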;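 also: 0% = DMSO wells and 100% = sodium butyrate wells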
DAX1 inh-2: NR0B1 (DAX1) inhibition | P51843 | HEK293 Gal4-DAX1 luciferase reporter, luminescence | inhibition, % at 6.75 µM | 340,000 tested, 0.99% active | AID 504766;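 active = inhibition above the mean over all tested compounds plus 3 SD, cut at about 4.2% in these data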;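 also: 0% = DAX1-transfected cells with DMSO and 100% = empty-vector control cells with DMSO; inhibition shows as a rise in luminescence from relieved DAX1 repression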
hcDAF12 agonist: activators of H. contortus DAF-12 nuclear receptor | HEK293 hcDAF-12 lit1-tk-luc reporter, luminescence; 0% DMSO, 100% Δ7-dafachronic acid | activation, % at 6.8 µM | 370,000 tested, 1.4% active | AID 652067;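 active = activation above the mean of all tested compounds plus 3 SD, cut at about 5.5% in these data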;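 also: 100% = response to 3 µM Δ7-dafachronic acid high control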
GC-B act: GC-B (human) receptor activation; P20594; HEK293-GC-B cells, CNP EC30, cGMP TR-FRET; 0% at EC30 CNP, 100% saturating CNP; activation, % at 10 µM; 370,000 tested, 0.11% active; AID 1920062;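 active = activation at 10 µM reaching about 35% in either raw or pattern-adjusted values, limit read from the data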
Target sequence (P20594 whole entry, looked up): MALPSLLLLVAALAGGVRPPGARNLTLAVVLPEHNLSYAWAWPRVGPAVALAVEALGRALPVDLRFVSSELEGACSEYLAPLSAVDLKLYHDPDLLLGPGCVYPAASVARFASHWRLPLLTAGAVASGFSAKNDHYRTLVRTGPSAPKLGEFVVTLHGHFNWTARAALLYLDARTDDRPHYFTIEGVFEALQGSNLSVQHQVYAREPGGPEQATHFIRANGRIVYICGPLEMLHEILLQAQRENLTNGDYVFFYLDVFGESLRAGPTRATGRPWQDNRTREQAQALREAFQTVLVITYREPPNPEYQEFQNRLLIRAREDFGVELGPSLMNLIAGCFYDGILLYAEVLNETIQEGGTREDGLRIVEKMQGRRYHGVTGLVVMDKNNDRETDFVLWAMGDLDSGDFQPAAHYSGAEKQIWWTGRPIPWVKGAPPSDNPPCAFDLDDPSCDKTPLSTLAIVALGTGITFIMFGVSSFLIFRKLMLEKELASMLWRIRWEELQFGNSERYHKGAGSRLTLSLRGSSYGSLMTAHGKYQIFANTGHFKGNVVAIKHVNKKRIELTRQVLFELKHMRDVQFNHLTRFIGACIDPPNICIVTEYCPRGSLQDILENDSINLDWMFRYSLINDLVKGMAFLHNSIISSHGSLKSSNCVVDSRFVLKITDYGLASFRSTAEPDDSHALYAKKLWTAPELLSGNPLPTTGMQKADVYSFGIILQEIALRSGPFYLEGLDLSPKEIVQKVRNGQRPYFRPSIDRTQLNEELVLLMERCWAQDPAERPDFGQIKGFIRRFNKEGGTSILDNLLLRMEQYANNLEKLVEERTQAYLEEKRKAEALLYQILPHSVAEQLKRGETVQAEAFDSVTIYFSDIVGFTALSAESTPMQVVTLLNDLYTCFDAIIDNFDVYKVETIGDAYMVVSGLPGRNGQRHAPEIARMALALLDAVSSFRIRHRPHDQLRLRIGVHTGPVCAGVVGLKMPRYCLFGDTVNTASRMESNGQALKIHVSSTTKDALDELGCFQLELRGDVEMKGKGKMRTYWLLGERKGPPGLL
ssDAF12 agonist: activators of S. stercoralis DAF-12 nuclear receptor; HEK293 ssDAF-12/GRIP1 lit1-tk-luc reporter, luminescence; % of 3 µM dafachronic acid response; activation, % at 6.8 µM; 370,000 tested, 1% active;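 active = activation above the mean over all tested compounds plus 3 SD, cut at about 0.9% in these data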;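 also: 0% = DMSO-only wells and 100% = 3 µM delta7-dafachronic acid wells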
FXN GAA850 act: activators of GAA850 frataxin (FXN) promoter; HEK293 lucGAA850 FXN promoter luciferase reporter, 24 h; percent of 10 µM SAHA response; activation, % at 6 µM; 360,000 tested, 0.56% active; AID 540364;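 active = activation above the average of all compounds screened plus 3 SD, cutoff fixed separately per campaign, cut at about 7.5% in these data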;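 also: 0% = DMSO wells and 100% = 10 µM SAHA wells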
NPR1 activator: GC-A (human) enzyme activation | P16066 | HEK293 GC-A cells, cGMP TR-FRET, EC30 ANP; 0% at EC30 ANP, 100% saturating ANP | activation, % at 10 µM | 370,000 tested, 0.14% active; in the data active = activation above about 40%
sPLA2-III inh: Inhibits HGIII-sPLA2 liposome hydrolysis, primary screen; Q9NZ20; QFRET BODIPY PC-A2 liposome hydrolysis, fluorescence; inhibition, % at 12.2 µM; 370,000 tested, 0.56% active;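 active = inhibition above mean plus 3 SD of compounds lying within the high and low control bounds, cut at about 19% in these data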;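 also: 0% = median of test compound wells and 100% = no enzyme DMSO wells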
SMARCA2 act: increases SMARCA2 function in MMTV reporter cells; 370,000 tested, 1% active; MG213 cells, MMTV-luciferase reporter, dexamethasone, overnight; activation, % at 9.1 µM; in the data active = activation above about 7.8%;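 also: 0% = vehicle wells and 100% = reference activator wells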
* hit, by the source's call; / = no result given.

SMILES	DAX1 inh-1	ADAM10 inh	hgDAF-12 ag	DAX1 inh-2	hcDAF12 agonist	GC-B act	ssDAF12 agonist	FXN GAA850 act	NPR1 activator	sPLA2-III inh	SMARCA2 act
COCC(=O)N(C)C[C@@H]1Oc2cc(Br)ccc2S(=O)(=O)N([C@H](C)CO)C[C@H]1C	0.9	3	-1.4	0.5	-0.6	-3	-0.6	-0.2	-4	2	-3
c1ccc(OCc2nn3c(C4CCCCC4)nnc3s2)cc1	0.8	-4	-0.7	0.8	-1.1	1	-0.8	2.5	-3	2	-6
CCN(CC(=O)NNC(=O)c1ccccc1)Cc1ccc(OC)c(F)c1	0.8	-11	1.4	-0.1	-1.3	1	-1.4	-1.3	1	7	1
COc1cccc(/C=N/NC(=O)CCCC(=O)NC2CCCCC2)c1	-0.5	-11	1.1	-0.6	-1.9	0	-1.4	0.6	-2	17	-5
O=C(NC1CCCCC1)C1CC(=O)N(c2ccccc2)C1 (configuration not stated)	0.4	-7	-0.1	0.3	0.0	4	-0.9	1.7	2	0	-1
O=C(O)/C=C/C(=O)NCCc1ccccc1	1.1	1	2.0	0.9	-0.6	1	-0.1	0.5	-3	12	-5
O=C(NC(Cc1ccccc1)C(=O)O)/C(=C/c1ccco1)NC(=O)c1cccc(Br)c1 (configuration not stated)	0.7	-19	-2.7	0.4	0.6	0	-1.3	1.2	-4	-6	-3
N#C/C(C(=O)NCCc1ccccc1)=C1/N=C(NC(=O)c2cccs2)c2ccccc21	0.4	0	-2.5	-0.3	-1.4	-6	-1.6	2.2	-6	9	-4
O=C(Nc1ccc(S(=O)(=O)Nc2ncccn2)cc1)c1cccnc1	1.3	4	7.9	0.0	0.5	2	-0.2	4.9	2	10	1
O=C(N/N=C/c1c(F)cccc1Cl)c1cc(C2CC2)[nH]n1	1.5	-4	8.1	0.7	0.8	-5	-0.5	5.1	-1	7	3
O=C(CCNS(=O)(=O)c1cccs1)N1CCc2ccccc2C1	0.1	-3	1.4	1.2	0.0	4	-0.8	2.0	2	8	1
Cn1cnnc1SCCn1c(N2CCCCC2)nc2c1c(=O)[nH]c(=O)n2C	-0.4	0	1.2	0.8	-2.0	1	-0.8	-1.4	-2	6	-1
O=C1OC[C@@H]2CCCN2C(=O)[C@@H](CC(=O)N(CCO)Cc2ccccc2)C/C=C\C[C@@H]1Cc1ccc(F)cc1	-0.2	4	-2.1	-0.3	-1.5	0	-1.2	-0.7	0	-8	1
COc1cc(-c2cc(C(=O)O)c3c(OC)c(OC)c(OC)cc3n2)ccc1O	-0.1	-5	0.6	3.1	-1.6	1	-1.3	-1.1	0	15	-1
Cc1ccc(-c2nc3ccccn3c2NCc2ccc3c(c2)OCO3)cc1	-0.2	-389	4.0	0.7	0.9	8	-1.0	3.9	4	12	10*
COC(=O)c1cccc(C23CC4(C2)[C@H](CN(Cc2ccc(C(F)(F)F)cc2)[C@@H]4c2ccccc2)C3c2ccc(Cl)nc2)c1 (some centres not stated)	0.2	0	1.6	2.2	-0.6	-10	-1.0	-1.9	-6	2	2
COc1ccc(Cn2ccc3ccc(-c4ccc5ccn(Cc6ccccc6)c5c4)cc32)cc1	-0.1	-64	8.6	/	1.6	7	0.6	/	1	11	-2
Cc1nn(Cc2ccccc2)c2c1C(c1ccccc1)C(C#N)=C(N)O2 (configuration not stated)	-0.9	2	-2.9	1.1	-1.1	2	-1.3	-1.7	-7	2	5
Cc1ccc(C(=O)O)cc1NC(=S)NC(=O)C(c1ccccc1)c1ccccc1	-0.1	0	-1.3	0.1	-1.1	3	-1.4	1.5	0	-53	1
CCOC(=O)N1CCN(C(=O)c2ccc(-n3c(=S)[nH]c4ccccc4c3=O)cc2)CC1	-0.3	1	0.1	-2.1	-0.3	0	-1.1	0.0	4	10	-2
O=C(CSc1nnc(NC(=O)C2CC(=O)N(c3ccccc3)C2)s1)NCc1ccco1 (configuration not stated)	0.6	-10	0.2	0.0	-1.2	0	-1.1	-1.3	-1	3	-2
CCC(C)C(NS(=O)(=O)c1ccc(C)cc1)C(=O)N1CCOCCOCCOCC1 (configuration not stated)	0.0	-3	-1.5	-0.4	-1.9	2	-1.3	0.1	0	4	-2
Cc1cccc(OCC(=O)Nc2ccc3c(c2)nc(CCN2CCN(C)CC2)n3C)c1	0.3	-8	0.0	4.9*	-1.0	2	-1.1	1.6	0	7	-1
O=[N+]([O-])c1nn(-c2ccc(Cl)cc2)n(O)c1=NCc1ccccc1Cl	0.1	-4	2.0	3.8	1.8	-8	-0.8	-0.2	43*	-3	1
CC1(C)C2CCC1(C)C(SC(=N)N)C2 (configuration not stated)	-0.6	-2	-1.5	1.6	2.6	-4	-1.7	0.4	-5	1	-3
Nn1c(COc2cccc(Br)c2)nnc1SCC(=O)N1CCc2ccccc2C1	-0.8	10	1.0	-0.3	-1.8	-4	-1.3	-0.7	-2	-7	-4
CCN(CC(O)Cn1c2ccccc2c2ccccc21)S(=O)(=O)c1ccc(F)cc1 (configuration not stated)	-0.6	18	-1.2	-0.2	-2.5	-8	-1.5	-2.0	-12	-43	2
Cc1ccc(C)c(Cn2nnc3c(=O)[nH]c(C4CCCN(C(=O)c5ccco5)C4)nc32)c1 (configuration not stated)	0.0	7	-0.2	-0.3	-2.1	-4	-1.4	-0.9	-7	-15	-4
CCn1c(SCc2ccc(Cl)cc2Cl)nc2nc3c(cc2c1=O)CCCC3	-0.5	-4	-0.4	1.4	-1.2	-3	-2.2	2.6	-7	1	3
O=C(O)c1cc(-c2ccccc2)nn1CC1CC(c2cccc([N+](=O)[O-])c2)=NO1 (configuration not stated)	0.3	-2	0.0	/	-0.9	5	-1.0	/	-2	7	-1
Cc1c(NC(=O)c2cc3ccccc3o2)c(=O)n(-c2ccccc2)n1C	0.5	-14	-0.4	0.9	0.5	-1	-0.2	2.9	-1	5	0
O=C(CC1C(=O)NCCN1Cc1ccc(-c2ccccc2)cc1)NCC1CCOCC1 (configuration not stated)	-0.3	-25	-4.9	-0.8	-1.9	2	-0.6	5.7	2	2	-6
O=C(CNS(=O)(=O)c1ccc(Br)s1)NCCc1ccc(Cl)cc1	0.1	2	-0.1	-1.0	-0.6	2	-0.8	-1.3	2	-22	-1
CCOC(=O)C1CCN(C(=O)CN2C(=O)NC3(CCCCC3)C2=O)CC1	-1.3	0	-0.9	-0.5	0.1	1	-1.2	0.7	2	-1	3
O=C(O)C1=C[C@H](c2ccc(Br)cc2)C[C@H](OCCCCO)O1	-0.2	6	-0.3	-1.7	1.5	1	-0.7	0.6	1	3	1
CCCC(=O)N1CCC(NS(=O)(=O)c2ccc3c(c2)CCN3C(C)=O)CC1	-0.7	-15	-1.3	/	-1.6	2	-1.8	/	2	14	-6
Cc1ccsc1CN(C(=O)c1ccccc1)C1CCS(=O)(=O)C1 (configuration not stated)	-0.9	-9	0.9	0.4	-0.6	1	-1.2	2.7	0	1	-3
Brc1ccc2nc(-c3ccccc3)c(Cc3ccccc3)n2c1	0.7	-5	6.8	/	0.0	16	-0.5	/	11	-11	3
O=C(O)C1C2CCC(O2)C1C(=O)Nc1ccc(F)c(Cl)c1 (configuration not stated)	-0.1	-2	0.8	0.3	0.7	0	-1.4	4.9	4	-5	-1
CC(=O)NCCc1ccc(C(=O)COC(=O)c2ccc(C)s2)cc1	-0.4	-8	1.2	1.3	0.8	2	-0.6	2.4	-4	-7	7

Arranged by the number under SMARCA2 act (largest number first): some entries from above
mol	SMARCA2 act
CCN(CC(O)Cn1c2ccccc2c2ccccc21)S(=O)(=O)c1ccc(F)cc1 (configuration not stated)	2
Cn1cnnc1SCCn1c(N2CCCCC2)nc2c1c(=O)[nH]c(=O)n2C	-1
c1ccc(OCc2nn3c(C4CCCCC4)nnc3s2)cc1	-6

Next section
SMILES	DAX1 inh-1	ADAM10 inh	hgDAF-12 ag	DAX1 inh-2	hcDAF12 agonist	GC-B act	ssDAF12 agonist	FXN GAA850 act	NPR1 activator	sPLA2-III inh	SMARCA2 act
Cc1sc2ncnc(N3CCC(C(=O)NNC(=O)COc4ccc(Cl)cc4)CC3)c2c1C	-2.0	21*	1.2	-1.5	-1.4	-10	-1.8	-1.6	-14	-35	-3
CC(C)(C)NC(=O)CCN(/N=C/c1ccccc1)C1=NS(=O)(=O)c2ccccc21	0.3	3	-2.1	-1.7	-1.2	-8	-1.3	0.2	-20	3	3
CCN(CC(=O)Nc1c(F)cccc1F)C(=O)C1CCN(S(=O)(=O)c2ccc(F)cc2)CC1	0.1	-1	-3.4	0.5	-1.8	3	-0.9	-0.8	3	-5	-2
CCN(C(=O)C(C)OC(=O)CCCNC(=O)c1ccc(Cl)cc1)c1ccccc1 (configuration not stated)	-2.2	4	0.7	-0.6	-1.8	-4	-1.2	-3.0	-1	1	0
COC(=O)CN(c1ccc(C)cc1)S(=O)(=O)c1ccc(F)cc1	0.8	18	1.7	2.1	-1.7	-3	-0.2	0.9	-5	4	-4
CSCC[C@H](NC(=O)OC(C)(C)C)c1nnc(SCC(=O)N(C)C)o1	0.7	1	0.3	0.6	-1.7	2	-0.9	0.4	4	1	2
CCCCN1CC(C(=O)NCc2ccc(C)cc2)CC1=O (configuration not stated)	0.6	0	-0.5	-0.9	0.0	12	-1.2	0.1	6	2	1
COc1ccccc1NC(=O)NNC(=O)c1ccncc1	3.8*	-8	-0.4	-1.6	3.7	4	-1.3	0.0	0	12	-7
Cc1ncc(CO)c(CNc2ccc(Oc3ccccc3)cc2)c1O	-1.2	-63	-6.0	-3.2	-3.5	-2	-2.1	0.4	6	-2	-4
Cc1nn(-c2nnc(C)c(=O)[nH]2)c(C)c1SCC(=O)Nc1ccc(F)cc1	-0.2	8	-0.5	0.7	-0.9	-1	-0.7	3.0	2	5	0
COc1ccc2cc(CCNC(=O)c3ccc(S(=O)(=O)N4CCCC4)cc3)c(=O)[nH]c2c1	-1.0	-17	-0.7	1.1	-0.6	-7	-1.1	-0.9	-2	4	-3
CCCCC1(C)OC(=O)C(=Cc2ccc(N(CC)CC)cc2)C(=O)O1 (configuration not stated)	-0.4	-20	1.8	1.5	-1.2	1	-1.2	1.6	3	8	-7
Cc1ccc(-n2c(SCc3ccc(C#N)cc3)nnc2-c2ccccn2)cc1	-1.1	3	0.9	1.2	-2.0	-10	-1.4	3.3	-24	-1	-1
CC1(CCC(=O)N2CCCC(Nc3ccc(F)cc3)C2)CC1 (configuration not stated)	-0.9	1	-1.1	0.4	-1.3	-3	-1.2	-0.5	-5	-1	0
CCN(CC)S(=O)(=O)c1ccc(O)c(C(=O)OCC(=O)NC2CCCC2)c1	0.0	-24	0.8	-0.8	0.9	2	-1.0	-0.5	1	-4	-1
COCCNc1nc(N)c([N+](=O)[O-])c(NCC2CCCO2)n1 (configuration not stated)	-0.6	3	-0.2	-0.6	1.9	4	-1.5	2.2	5	2	-2
CS(=O)(=O)c1cccc(-c2ccc3nncn3c2)c1	0.4	-13	-1.1	/	0.0	-1	-1.1	-0.1	5	15	-1

Bioassay records as filed in PubChem.
